# Source: PubChem
# GALK inhibitor = blocks human galactokinase activity; P51570; Purified GALK, Kinase-Glo residual ATP luminescence; Potency, µM (doses to about 57.5 µM), for the others: at the top dose activity change, negative = inhibition, actives largely listed as inhibitors; actives 0.007% (n = 270,000); also: potency is read from the fitted curve at half-maximal effect; % is scaled to controls: 0 for no effect and ±100 for the full control effect
# Target sequence (P51570 whole entry, looked up): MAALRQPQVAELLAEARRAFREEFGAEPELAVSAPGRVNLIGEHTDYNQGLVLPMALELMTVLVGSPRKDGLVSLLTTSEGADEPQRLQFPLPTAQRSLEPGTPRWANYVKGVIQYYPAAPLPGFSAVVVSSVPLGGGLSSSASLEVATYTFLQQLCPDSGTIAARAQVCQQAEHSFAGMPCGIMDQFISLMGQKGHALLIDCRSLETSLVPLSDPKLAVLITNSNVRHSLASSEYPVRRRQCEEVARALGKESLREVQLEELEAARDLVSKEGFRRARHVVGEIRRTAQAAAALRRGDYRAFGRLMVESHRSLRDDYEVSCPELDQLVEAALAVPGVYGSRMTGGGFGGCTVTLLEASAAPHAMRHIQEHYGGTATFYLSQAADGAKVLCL
#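 GALK at 5 nM final was combined with compound, 35 uM ATP and 100 uM galactose in HEPES pH8.0 with MgCl2 and DTT. The reaction ran one hour at room temperature before luminescent ATP detection.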
# Integrin act MD = integrin-mediated muscular dystrophy alleviation activation. alpha7betagal myoblasts, beta-gal FDG fluorescence, 48 h. Potency, µM (highest dose often 38.3 µM), for inactives: at the highest dose activation, hits mostly activators. actives 0.064% (n = 350,000). AID 624291;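 also: potency is read from the fitted curve at half-maximal effect; 100% = response of the positive control SU9516; nearly all actives have a fitted effect of over 60% in size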
#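 alpha7betagal+/- myoblasts (passage 13, 250/well) treated 48 h at 37C with compounds at 1:260 dilution of DMSO stock. Lysed, then beta-galactosidase activity read as FDG fluorescence (ex 480/em 540) after 30 min, with pre-read for autofluorescence.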
# Chronic BCR inh = blocks chronic active B-cell receptor signaling. ABC-DLBCL IkBa-CBG/CBR reporter, luminescence ratio, 4 h. Potency, µM (doses to about 46.1 µM), inactives show top-dose ratio change, negative = lower green/red ratio, hits mostly inhibitors. actives 0.05% (n = 340,000). AID 493014; active = well fitted inhibition curve with a large enough effect in the signal ratio, with a control signal flat, not every such curve was filed as active; inconclusive = small, poorly fitted or top-dose-only effect, or effect the other way, or a change in a side signal; the % refers to the signal ratio;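 also: potency is read from the fitted curve at half-maximal effect; plate controls were basal doxycycline-induced cells for no effect and cells given 10 µM MG132 for full effect; MG132 reads +100%, hits lower the ratio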
#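 TMD8 ABC-DLBCL cells carrying doxycycline-inducible green luciferase fused to IkappaBalpha plus unfused red luciferase were exposed to compounds (up to 46 uM) for 4 hrs at 37C. Activity came from the overlap-corrected green/red luminescence ratio.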
# Coupling enz = inhibits coupling enzyme system, counter-screen for aldolase hits. coupling enzyme system counterscreen, AmpLite Red fluorescence. activity change, negative = inhibition, % at 58.2 µM, hits read low. actives 0.67% (n = 290,000). AID 2472; in the data active = activity change below about -30%; also: % is scaled to controls: 0 for no effect and ±100 for the full control effect
#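 Compounds tested against the coupling enzymes alone at 57.5 uM final; readout was AmpLite Red fluorescence (525/598 nm) after 20 min at RT.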
# TSG101-PTAP inh = blocks PTAP/TSG101 interaction to inhibit HIV-1 budding | Q99816 | AID 493005 | Potency, µM (top dose mostly 115 µM), inactives show at the top dose activity change, negative = inhibition, most hits filed as inhibitors | 340,000 tested, under 10 active | Fluorescence polarization, FITC-PTAP peptide / Tsg101 binding; active = well fitted inhibition curve with a large enough effect in the main read-out, with a control signal flat, not every such curve was filed as active; inconclusive = small, poorly fitted or top-dose-only effect, or effect the other way, or a change in a side signal; inactive = no such curve, though single readings can be large or run the other way; also: potency is read from the fitted curve at half-maximal effect; % of control where 0% means no effect
# Target sequence (Q99816 whole entry, looked up): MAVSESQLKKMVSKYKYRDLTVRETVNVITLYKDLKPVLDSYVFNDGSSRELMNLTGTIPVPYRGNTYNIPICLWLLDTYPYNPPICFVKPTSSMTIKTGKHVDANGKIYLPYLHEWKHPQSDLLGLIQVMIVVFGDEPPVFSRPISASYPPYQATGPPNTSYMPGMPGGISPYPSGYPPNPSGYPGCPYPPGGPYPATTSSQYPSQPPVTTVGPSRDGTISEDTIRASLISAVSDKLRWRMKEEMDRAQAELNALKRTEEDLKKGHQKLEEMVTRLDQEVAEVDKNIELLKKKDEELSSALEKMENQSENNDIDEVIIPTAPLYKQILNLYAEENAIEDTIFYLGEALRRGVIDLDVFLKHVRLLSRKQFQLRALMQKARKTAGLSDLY
#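 Tsg101 binding domain (10 uM final) was mixed with compound and a FITC-labeled PTAP peptide (50 nM final) in HEPES pH 7.5 buffer with NaCl, Tween 20, EDTA and TCEP; fluorescence polarization was read after 20 min at r.t.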
# Menin MLL FP TR = displaces Texas Red mutant MLL peptide from human menin | Potency, µM (top dose mostly 61.6 µM), for the others: at the highest dose FP activity change, negative = inhibition, actives largely listed as inhibitors | actives 0.23% (n = 270,000) | Menin + Texas Red MLL mutant peptide, fluorescence polarization; active = well fitted inhibition curve with a large enough effect in the polarisation, with a control signal flat, not every such curve was filed as active; inconclusive = small, poorly fitted or top-dose-only effect, or effect the other way, or a change in a side signal; inactive = no such curve, though single readings can be large or run the other way; the % refers to the polarisation; also: potency is read from the fitted curve at half-maximal effect; % of control where 0% means no effect; many of its hits are not listed in these tables
# B2AR arrestin = recruits beta-arrestin to the human beta2-adrenergic receptor | P07550 | beta-arrestin recruitment to beta2AR, cell-based reporter | Potency, µM (top dose mostly 46.1 µM), for the others: at the highest dose activation, actives largely listed as activators | actives 0.02% (n = 330,000);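 also: potency is read from the fitted curve at half-maximal effect; 0% = DMSO controls and full agonism = EC100 isoproterenol or metaproterenol; nearly all actives have a fitted effect of over 65% in size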
# S-ASM inh = inhibitors of human secretory acid sphingomyelinase. placental ASM, HMU-PC fluorogenic substrate, 60 min. Potency, µM (series often up to 57.5 µM), for the others: at the highest dose activity change, negative = inhibition, usual class: inhibitors. actives 0.006% (n = 340,000). AID 504937; also: potency is read from the fitted curve at half-maximal effect
#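 Fluorescence read-out (Ex 386 nm, Em 447 nm) after stopping the reaction at pH 10. Enzyme: ASM from human placenta; substrate HMU-PC0, 9 uM final; 60 min, 37 °C. Compound preincubation 10 min, ambient temperature.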
# Giardia kill = kills Giardia lamblia; AID 540267; Giardia lamblia trophozoite viability; actives 0.15% (n = 340,000); activity change, % at 7.66 µM, hits read low; in the data active = activity change below about -80%; inconclusive = between about -30% and that limit;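 also: parasites exposed to compound for two days anaerobically before the ATP read; % is scaled to controls: 0 for no effect and ±100 for the full control effect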
#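 Luminescent ATP signal served as the viability read-out, measured 15-30 min after adding ATP detection reagent to trophozoites that had been incubated with compounds for 48 hrs at 37 deg C anaerobically at 100 cells/well.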
# PKM2 activator = activators of human pyruvate kinase M2; purified PKM2, Kinase-Glo ATP luminescence, activation; response scale: 0% is enzyme alone, no compound; Potency, µM (series often up to 57.5 µM), for inactives: top-dose activation, hits mostly activators; actives 0.34% (n = 260,000); AID 1631; also: potency is read from the fitted curve at half-maximal effect; % is scaled to controls: 0 for no effect and ±100 for the full control effect; nearly all actives have a fitted effect of over 55% in size
#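 ATP formation by purified human PK-M2, quantified via coupled luciferase luminescence after 1 h at room temperature with 0.1 mM ADP and 0.5 mM PEP final.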
# Tb PFK inh = T. brucei PFK enzyme inhibition | T. brucei PFK, ADP-Glo luminescence | Potency, µM (series often up to 57.5 µM), for the others: top-dose activity, negative = inhibition, usual class: inhibitors | actives 0.17% (n = 330,000) | AID 485367;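 also: potency is read from the fitted curve at half-maximal effect; 0% = uninhibited 1x PFK enzyme wells and -100% = no-enzyme wells; nearly all actives have a fitted effect of over 60% in size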
#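 1.25 nM PFK with 0.5 mM F6P and 0.1 mM ATP in 0.1 M TEA pH 8.0, 5 mM MgCl2, incubated 45 min at room temperature; ADP measured by ADP-Glo luminescence; compounds titrated up to 57 uM.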
# Starred values were filed as active, the others as inactive; u = inconclusive; x = not tested or not shown; & = joins results of further samples; [ ] = remark or other dose. Unless noted, calls follow the shape of the dose curve; as a rule, active = well fitted curve in the direction sought with a large enough effect; inconclusive = small, poorly fitted or top-dose-only effect, or another doubt; inactive = no such curve, though single readings can be large; an effect the other way counts as inactive or inconclusive. An excerpt; rates above refer to the full screens.
Compound,GALK inhibitor,Integrin act MD,Chronic BCR inh,Coupling enz,TSG101-PTAP inh,Menin MLL FP TR,B2AR arrestin,S-ASM inh,Giardia kill,PKM2 activator,Tb PFK inh
Cc1ccc2cc3c(N)c(C(=O)N4CCOCC4)sc3nc2c1,0%,8%,u,-3,-9%,2%,-0.5%,-11%,4,-7%,-1%
Cc1cc(C)cc(NC(=O)C(OC(=O)c2sccc2C)c2ccccc2)c1 (stereo not drawn),0%,-8%,0%,4,0%,-20%,-0.4%,-4%,-10,1%,0%
COc1cccc2c1cc1c(=O)n(CC(=O)NCCCN3CCN(C)CC3)nc(C)n12,-2%,-7%,2%,x,-4%,x,0.2%,-2%,17,x,-6%
CC1CCN(C(=O)CCCN2C(=O)c3cccnc3Oc3ccc(Cl)cc32)CC1,-1%,19%,1%,0,-5%,u,-0.6%,-4%,20,13%,1%
O=C(O)COc1ccccc1/C=C1\C(=O)Nc2ccc(Br)cc21,-11%,-27%,1%,12,-9%,16%,0.3%,3%,-13,x,1%
N=c1ccn(Cc2ccc(F)cc2)cc1,0%,-48%[inhibitor],9%,1,-3%,x,0.0%,-1%,-13,-3%,-6%
CN(C)C(=S)Nc1ccc(Br)c(Cl)c1,6%,-11%,-3%,1,0%,x,-0.8%,-1%,12,2%,-13%
Cc1ccc(S(=O)(=O)N/N=C/c2ccc(OCC(=O)Nc3ccccc3Cl)cc2)cc1,2%,5%,u,2,1%,u,0.0%,-10%,-23,1%,9%
COC(=O)CCN1CCN(S(=O)(=O)c2ccccc2Br)CC1,0%,-19%,-1%,0,-1%,-9%,0.0%,-4%,-10,0%,u
Cc1nn2c(Nc3ccccc3)c3c(nc2c1-c1ccccc1)CCC3,3%,4%,4%,-1,1%,0%,-0.4%,4%,-2,-5%,2%
O=C(COC(=O)CNC(=O)c1sc2ccccc2c1Cl)NC1CCS(=O)(=O)C1 (stereo not drawn),x,16%,15%,x,-2%,x,-0.1%,x,-4,x,1%
O=S(=O)(c1cnccc1N1CCN(/N=C/c2ccc(Cl)cc2)CC1)N1CCCCC1,-2%,-8%,u,1,-3%,11%,-0.2%,-22%,1,5%,0%
CCN1CCN(CCCOc2ccc(-c3ccccc3)cc2)CC1,0%,-51%[inhibitor],18%,5,-6%,-13%,-0.5%,-5%,-8,-8%,2%
Nc1cc(N)nc(SCC(=O)Nc2cc(S(=O)(=O)N3CCOCC3)ccc2Cl)n1,6%,8%,-3%,x,-2%,x,-0.7%,1%,-15,3%,-7%
COc1cc(C(=O)Nc2nnc(CC(=O)NCc3ccccc3)s2)cc(OC)c1OC,3%,-13%,3%,1,-1%,25%,-0.6%,-4%,-15,-6%,-7%
Cc1ccc(C(=O)CC2(O)C(=O)N(CCc3ccccc3)c3ccc(Br)cc32)o1 (stereo not drawn),-2%,-11%,u,-5,3%,4%,-0.3%,-13%,6,-11%,0%
C#CCOCCOCCOCCNc1nc(N2CCN(C(=O)[C@H]([C@@H](C)CC)n3cc([C@@H](N)CC(C)C)nn3)CC2)nc(N2CCN(C(=O)[C@H]([C@@H](C)CC)n3cc([C@@H](N)CC(C)C)nn3)CC2)n1,7%,7%,13%,0,-2%,u,-0.3%,5%,-12,0%,-9%
Cc1ccc(C)c2sc(NC(=O)C3CC3)nc12,x,1%,-8%,1,-1%,11%,0.2%,-4%,34[activator],1%,0%
CC1(C(=O)O)CCC(C(=O)NC2CCCCC2)C1(C)C (stereo not drawn),-4%,-17%,-10%,2,-4%,1%,0.0%,0%,-5,-5%,-9%
CCCOc1ccc(-c2c(C(=O)N/N=C(\C)COc3ccccc3)nnn2-c2nonc2N)cc1,0%,-13%,2%,-7,1%,-2%,0.3%,2%,14,3%[0.46 µM],-3%
C=CCC[C@@H](Cc1ccc(F)cc1)C(=O)OC[C@H]1CCCN1C(=O)[C@@H](CC=C)CC(=O)N[C@H](CO)Cc1ccccc1,x,26%,u,x,x,x,-2.6%,-15%,-7,x,0%
CC(OC(=O)C1CCCC1)C(=O)Nc1ccc(C(N)=O)cc1 (stereo not drawn),x,-1%,-13%,x,1%,x,0.2%,4%,49[activator],x,-2%
O=C(NCc1ccncc1)/C(=C\c1ccc(F)cc1)NC(=O)c1ccccc1,1%,-1%,1%,5,-2%,7%,-1.7%,3%,6,6%,0%
Nc1nc(-c2ccc(Cl)cc2)nn1C(=O)c1ccco1,11%,6%,u,3,-3%,-7%,0.5%,-2%,-29,x,-3%
COc1ccc(CNS(=O)(=O)c2ccc(-c3cnc(C4CC4)o3)cc2)cc1,-1%,3%,-13%,x,-4%,x,-0.1%,u,-18,x,-7%
COc1cc(/C=N/Nc2ccc(F)cc2F)cc(OC)c1O,1%,-26%,u,-16,0%,3%,15%,2%,-8,24%,-9%
Cc1csc(CNc2ncnc3ccc(-c4ccoc4)cc23)c1,x,x,u,x,x,x,0.2%&0.3%,-1%,9,x,4%&2%
Cc1ccc(S(=O)(=O)N2CCOCC2)cc1NC(=O)c1cc(-c2ccccn2)nc2ccccc12,-1%,u,-10%,0,0%,x,0.5%,-4%,35[activator],1%,2%
C=CCn1c(=O)[nH]c2cc(C(=O)N3CCN(c4ccc(C(C)=O)cc4)CC3)ccc2c1=O,0%,-28%,u,5,0%,-3%,-0.4%,-1%,-3,0%,u
COc1ccc(NC(=O)C23CC4CC(C2)CC(n2cnc(Br)n2)(C4)C3)cc1Cl,1%,9%,-2%,0,-2%,12%,-0.3%,-6%,-20,5%,0%
CCN1C(=O)[C@@H]2Cc3c([nH]c4ccccc34)C(c3ccc(OC)cc3)N2C1=S (stereo partly drawn),1%,-12%,u,-5,24%,25%,0.4%,-3%,8,x,3%
COc1cc(C(=O)NCC(=O)NCCCSc2ccccc2)cc(OC)c1OC,x,6%,-17%,x,0%,x,0.4%,3%,0,x,5%
Cc1noc(NS(=O)(=O)c2ccc(NC(=O)c3ccc(N(C)C)cc3)cc2)c1C,x,6%,1%,x,-1%,x,-0.2%,4%,-12,x,0%
CCc1ccccc1NC(=O)c1cc(-c2cccs2)on1,8%,20%,u,0,-5%,2%,-0.2%,5%,6,-2%,-9%
CCOC(=O)N1CCc2c(sc3c2c(=O)n(Cc2ccccc2)c(=O)n3Cc2cccc(C)c2)C1,x,-4%,5%,-1,-6%,8%,-0.5%,-5%,15,1%,7%
Cc1ccc(Nc2nc(N/N=C\c3ccc4c(c3)OCO4)nc(N3CCOCC3)n2)cc1,-1%,-45%[inhibitor],u,-1,1%,2%,-0.5%,-5%,6,5%,-2%
COC(=O)CSc1snnc1-c1ccc(F)cc1,0%,3%,-1%,4,0%,-9%,2.7%,-1%,14,-3%,-4%
COCCn1c(=S)[nH]c2cc(C(=O)N3CCN(Cc4ccc5c(c4)OCO5)CC3)ccc2c1=O,1%,10%,10%,3,-12%,-16%,-0.1%,8%,36[activator],13%,15%
COC(=O)/C(C#N)=C/c1occc1C,2%,3%,5%,0,-2%,11%,0.0%,-2%,11,-5%,6%
CC(=O)c1cc(C)ccc1OC(=O)c1cccnc1,0%,9%,1%,3,-1%,-6%,-0.6%,1%,9,2%,0%
CCCn1c(C(O)c2ccc(OC)c(OC)c2)nc2ccccc21 (stereo not drawn),-6%,0%,-13%,0,-3%,2%,-0.8%,-1%,-11,3%,-2%
CC(C)n1c(C(F)(F)F)nc2cc(C(=O)N3CCC(O)CC3)ccc21,3%,-3%,-10%,3,-3%,x,-0.2%,3%,-23,-1%,-11%
O=C(Cn1nc(C(F)(F)F)c2c1CCC2)NCc1ccc(Cl)cc1,-3%,-12%,-8%,1,-4%,10%,0.4%,-1%,-15,0%,5%
CCCCNC(=O)COc1ccccc1C(=O)c1cc(C#N)c(=O)n(CCOC)c1,-5%,-20%,-13%,3,-3%,-10%,-0.7%,108%[activator],0,0%,-9%
CC(=O)NCCn1c(SCc2cccc([N+](=O)[O-])c2)nc2ccccc2c1=O,-1%,0%,11%,-1,-1%,11%,-0.4%,-1%,16,-5%,1%
Cc1nn(C)c(C)c1CN(C(=O)C1CCC(=O)N(C2CCCCCC2)C1)C(C)C (stereo not drawn),6%,0%,-3%,x,-2%,x,0.1%,1%,u,x,0%
O=C(NCCNCc1ccc(F)cc1)c1ccco1,0%,16%,-4%,-1,-4%,-9%,-1.1%,0%,-10,-2%,-6%
O=S(=O)(c1ccc(F)c(F)c1F)N1CCN(c2ncnc3sccc23)CC1,x,0%,2%,x,0%,x,-0.6%,2%,8,x,6%
